APP 5'UTR act: activators of APP 5'UTR luciferase reporter, primary screen, SH-SY5Y cells; 190,000 compounds, 1% hits; AID 1276, 2008; activation, % at 2 µM; SH-SY5Y APP 5'UTR luciferase reporter, luminescence; zero percent = DMSO vehicle wells;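 active = activation above a set limit, based on mean plus 3 SD of controls, cut at about 140% in these data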; also: values of inactives mirror those of a sister screen read the other way
Hsp70 act: Hsp70 transcriptional activators, primary screen, cell-based, HeLa, Hsp70 promoter luciferase, luminescence, 10 µM | HeLa Hsp70 promoter luciferase reporter; scaled: vehicle 0, proteasome-inhibitor control 100% | activation, % at 10 µM | 200,000 compounds, 0.04% hits | AID 1203, 2008;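 active = activation above the mean across all tested compounds plus 3 SD, cutoff set per campaign, cut at about 5.5% in these data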;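 also: 100% = MG132 at 30 µM as the positive control and 0% = DMSO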
STAT3 act: IL-6 driven STAT3 reporter potentiators, primary screen, U3A cells, luciferase, luminescence, MLSCN library; 190,000 compounds, 0.91% hits; IL-6 STAT3-luciferase reporter; 100% = signal with IL-6 EC80 alone; activation (% of control), % at 5.6 µM;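 active = activation above the screen-wide mean of compound activation plus 3 SD, cut at about 130% in these data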;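 also: 0% = background luminescence of wells with medium and substrate only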
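Detection: reporter luminescence signal / Assay system: STAT1-lacking human U3A cells, STAT3 luciferase reporter / Incubation: compound pre-incubation 1 h before IL-6, then 6 h stimulation at 37 °C / Control set: IL-6-only high control / Read-out: % activation relative to IL-6 control / Probe or stimulus: Interleukin-6, 33 ng/mL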
FLuc inh counter: firefly luciferase enzyme inhibitors, primary screen, artefact control for luciferase-based inhibitor screens, biochemical, luminescence, ATPLite. 10 min. inhibition, % at 10 µM. 200,000 compounds, 1.5% hits. AID 1006, 2008;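 active = inhibition above about 50% when tested at 10 µM, limit read from the data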
Target sequence (P08659 whole entry, looked up): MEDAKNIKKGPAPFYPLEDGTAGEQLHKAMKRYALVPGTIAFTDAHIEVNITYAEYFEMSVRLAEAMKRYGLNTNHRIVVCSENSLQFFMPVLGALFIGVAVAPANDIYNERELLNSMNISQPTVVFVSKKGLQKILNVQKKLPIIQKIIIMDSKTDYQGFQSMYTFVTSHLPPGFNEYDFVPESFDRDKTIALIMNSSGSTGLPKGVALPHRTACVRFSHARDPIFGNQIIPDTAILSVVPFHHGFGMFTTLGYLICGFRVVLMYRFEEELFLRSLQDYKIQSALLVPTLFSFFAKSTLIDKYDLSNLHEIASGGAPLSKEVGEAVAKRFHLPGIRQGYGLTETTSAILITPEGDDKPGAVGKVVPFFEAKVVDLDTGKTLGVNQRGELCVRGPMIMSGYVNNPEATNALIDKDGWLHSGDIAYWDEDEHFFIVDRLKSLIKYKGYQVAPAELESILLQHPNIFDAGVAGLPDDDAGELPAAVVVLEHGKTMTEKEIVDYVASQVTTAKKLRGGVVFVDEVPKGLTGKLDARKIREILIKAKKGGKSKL
APP 5UTR inh: inhibitors of APP translation via 5'UTR reporter, primary screen, APP 5'UTR luciferase, SH-SY5Y cells. SH-SY5Y APP 5'UTR-luciferase reporter, luminescence. inhibition, % at 2 µM. 190,000 compounds, 0.82% hits. AID 1285, 2008;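 active = inhibition above a set limit, derived from the sample mean plus 3 SD, cut at about 45% in these data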; also: values of inactives mirror those of a sister screen read the other way
RAM inhibit: inhibitors of the yeast RAM network, primary screen, dse1pr::URA3 reporter, 5-FOA selection. S. cerevisiae dse1pr::URA3 reporter, 5-FOA growth OD615, 2 d; analog-sensitive cbk1-as2 kinase mutant strain. inhibition, % at 50 µM. 190,000 compounds, 1.8% hits. AID 868, 2007;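 active = inhibition above a set limit, 3 SD over mean compound inhibition, cut at about 8.4% in these data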;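 also: 0% = DMSO-only wells with no growth and 100% = 10 µM 1-NA-PP1 full growth; inhibition rescues growth on 5-FOA so higher OD means more RAM inhibition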
STAT1 inh: STAT1 signaling inhibitors, primary screen, cell-based, HTS, luciferase reporter; inhibition, % at 5.5 µM; 200,000 compounds, 0.35% hits; NIH 3T3 STAT1-luciferase reporter, IFN-gamma, luminescence;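 active = inhibition above a set limit, the mean inhibition across all tested compounds plus 3 SD, cut at about 34% in these data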;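 also: 0% = IFN-gamma with DMSO and 100% = IFN-gamma with 300 µM nifuroxazide; values of inactives mirror those of a sister screen read the other way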
NF-kB expr up: activators of NF-kB expression in neurons, primary screen, cell-based, HTS; human neuronal cells, NF-kB reporter expression; hits give high values; fold change at 12.5 µM; 190,000 compounds, 1.6% hits; AID 1239, 2008; in the data active = fold change above about 3.3
STAT1 act: STAT1 signaling activators, primary screen, cell-based, HTS, luciferase reporter | NIH 3T3 STAT1-luciferase reporter, IFN-gamma, luminescence; 100% = IFN-gamma alone, no compound | activation (% of control), % at 5.5 µM | 200,000 compounds, 2.6% hits | AID 932, 2007;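 active = activation above the screen-wide mean activation plus 3 SD, cut at about 130% in these data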;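 also: raw ratio to IFN-gamma control signal so 100% means no change and 0% no light; values of inactives mirror those of a sister screen read the other way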
STAT3 inh: IL-6 driven STAT3 reporter inhibitors, primary screen, U3A cells, luciferase, luminescence, MLSCN library; IL-6 STAT3-luciferase reporter; host cell line lacks STAT1; inhibition, % at 5.5 µM; 190,000 compounds, 0.89% hits;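 active = inhibition above the mean inhibition across all screened compounds plus 3 SD, cut at about 44% in these data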;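 also: 0% = DMSO only wells and 100% = 100 µM nifuroxazide control wells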
An asterisk follows results filed as active; x = no result given.

SMILES	APP 5'UTR act	Hsp70 act	STAT3 act	FLuc inh counter	APP 5UTR inh	RAM inhibit	STAT1 inh	NF-kB expr up	STAT1 act	STAT3 inh
Cc1ccc(S(=O)(=O)N2CCCC(C(=O)Nc3cccnc3)C2)cc1 (stereo unspecified)	10	-0.4	86	1	-10	2.1	6	1.1	95	17
CCc1ccc(NC(=O)CSC2=C(C#N)C(c3ccco3)C3=C(CCCC3=O)N2)cc1 (stereo unspecified)	22	-0.4	95	-9	-22	2.7	0	0.72	100	13
Cc1ccc(-c2ccc(=O)n(CCC(=O)NCCN3CCCCC3C)n2)cc1 (stereo unspecified)	5	0.0	102	-8	-5	-1.1	-1	1	101	0
CC(=O)OCCCN1c2ccccc2Nc2nnc(-c3ccccc3)cc21	171*	0.2	92	48	-171	5.1	-63	2.1	158*	14
C#CCOCCOCCOCCNc1nc(N2CCN(C(=O)C([C@@H](C)CC)n3cc(C(N)Cc4ccc(O)cc4)nn3)CC2)nc(N2CCN(C(=O)[C@H](CCC(=O)O)n3cc(C(N)CO)nn3)CC2)n1 (stereo partly specified)	-6	0.4	x	-7	6	-0.8	1	1.4	100	x
Cc1cc(C)nc(Nc2n[nH]c(COc3ccc4ccccc4c3)n2)n1	20	-0.1	99	-6	-20	5.2	0	1.1	100	3
CCCCN1C(=O)/C(=C/C=C2\SCCN2C)SC1=S	62	0.1	111	12	-62	13*	-32	3	130*	-7
Cn1cc(CN2CCC(C(=O)N3CCCC3)CC2)c(-c2ccccc2F)n1	-3	0.2	102	0	3	-0.8	1	0.95	97	0
CSc1c(CC(=O)Nc2ccccc2Cl)n(Cc2ccccc2)c2ccccc12	-5	-0.2	110	-4	4	2.7	6	1.2	95	-8
COc1ccc(-c2nc3c(c(=O)n(C)c(=O)n3C)n2CC2CC(c3ccccc3)=NO2)cc1OC (stereo unspecified)	-2	-0.3	96	x	2	x	0	x	100	8
CC[N+]1(CC)CC2=Cc3ccccc3CC2C1 (stereo unspecified)	21	-0.2	104	-5	-21	1.5	-7	1	106	2
COC(=O)CSc1nnnn1-c1ccccc1	-6	-0.4	103	-4	6	-0.8	-6	1.1	106	2
COc1ccc(C2NC(=O)C(C#N)=C(S)N2c2ccc(C)cc2)cc1OC (stereo unspecified)	-3	0.0	99	2	3	2.3	11	1.2	90	9
CCSC1=C(C#N)C(c2ccc(OC)c(OC)c2)CC(=O)N1 (stereo unspecified)	-9	-0.5	104	-3	9	1.9	11	1	90	0
C=CCc1ccccc1OCC(O)CNC(C)C (stereo unspecified)	4	-0.4	101	-5	-4	0.1	2	1.3	98	1
C=CC[C@@H]1C=C[C@H](O/N=C/c2ccc(C(=O)N3[C@H](c4ccc(C)cc4)[C@@H](C)CC[C@H]3C(=O)OC)cc2)[C@@H](CO)O1	5	-0.2	110	-8	-5	3.9	-10	0.94	109	-15
Cc1cc(C)cc(SCc2noc(C(=O)NCC3CCCO3)c2C(=O)O)c1 (stereo unspecified)	-8	-0.1	105	-9	8	0.4	-3	1.1	103	-5
NC(=O)COc1c(-c2ccco2)oc2ccccc2c1=O	-6	-0.1	93	-5	6	2.5	-5	x	102	13
O=C(O)c1ccc(-n2nnnc2SCc2ccccc2)cc1	-7	0.6	99	1	7	3.4	-3	1	94	3
COc1ccc(COC(=O)NNC(=O)c2ccc(OC)cc2)cc1	1	-0.2	93	-2	-1	1.4	-4	1	105	10
CNC(=O)c1csc(-c2ccncc2)n1	-5	-0.3	100	-8	5	0.5	-6	0.95	105	10
CC(C)(C)c1ccc(OCC(=O)N/N=C/c2ccc(N3CCOCC3)cc2)cc1	-4	0.1	103	14	4	-0.8	-2	1.4	102	-5
Cc1cc(C(=O)Cn2cc(C(F)(F)F)ccc2=O)c(C)n1-c1ccccc1	4	0.1	93	1	-4	-0.4	-2	1.2	102	7
COc1cc(C(=O)Nc2ccc3c(c2)OCCO3)ccc1-n1cnnn1	-5	-0.3	93	4	5	2.9	-6	1.1	106	10
c1ccc2c(CN3CCOCC3)c3ccccc3c(CN3CCOCC3)c2c1	7	0.1	109	-3	-7	1.3	-9	1.1	108	-1
Next section:
SMILES	APP 5'UTR act	Hsp70 act	STAT3 act	FLuc inh counter	APP 5UTR inh	RAM inhibit	STAT1 inh	NF-kB expr up	STAT1 act	STAT3 inh
O=C(CCCCCn1c(=S)[nH]c2ccc(N3CCOCC3)cc2c1=O)NCc1cccc(Cl)c1	10	0.0	99	1	-10	1.9	4	0.98	96	12
O=C(CN1CCOCC1)NCCNC(=O)CN1CCOCC1	-2	-0.2	100	-12	2	0.4	-4	1.1	104	4
O=C(Nc1cccnc1)c1ccc(S(=O)(=O)c2ccc(Cl)cc2)cc1	-19	-0.3	81	4	20	-0.2	6	1	93	30
O=C(Nc1ccc(Br)cc1)c1ccc(CSC2=NCCS2)cc1	54	-0.1	61	0	-54	4.9	-23	1.3	121	56*
CCOc1ccc(NC(=O)COc2ccc(OC)cc2)cc1	15	-0.2	93	1	-15	2.1	-1	1.8	100	12
CC(C)c1ccc(NC(=O)CSc2nc3c(c(=O)[nH]2)CCC3)cc1	8	-0.5	104	-1	-8	2.6	0	1.2	98	0
O=C(O)CC1NC(=O)N(c2ccc(Cl)cc2)C1=O (stereo unspecified)	-9	0.4	87	-5	9	1.0	11	1	90	19
Cc1cccn2c(=O)c(/C=C(\C#N)S(=O)(=O)c3ccccc3)c(N3CCN(C)CC3)nc12	-19	0.1	105	-6	20	0.6	4	1.1	96	-4
CN1C(=O)C(O)(C2OC(C)(C)CCC2=O)c2ccccc21 (stereo unspecified)	x	-0.3	99	-1	x	0.8	-2	1	94	1
Cn1cc(C(=O)NCN2CCCCC2)c2ccccc21	-4	-0.2	107	-6	4	0.8	-6	0.87	106	-1
CCOC(=O)N1CCC(NC(=O)C2CCCN(Cc3nc(-c4cccc(Cl)c4)oc3C)C2)CC1 (stereo unspecified)	1	-0.5	60	-9	-1	-0.7	25	0.63	77	54*
CCOC(=O)c1c(C)[nH]c(C)c1C(=O)COC(=O)/C=C/c1cccc(Cl)c1	-3	-0.2	93	-5	3	4.6	8	1.1	92	10
O=C(/C=C/c1cccc(Cl)c1)NCc1cccs1	4	0.0	97	-2	-4	0.3	-7	1.3	106	14
Cc1c(C(=O)c2cccc(F)c2)c2ccccn2c1CCC#N	4	-0.2	104	-1	-4	0.7	1	1	97	2
CCOc1cc(NC(=S)NCC2CCCO2)c(OCC)cc1NC(=O)c1cccc(F)c1 (stereo unspecified)	34	-0.1	115	2	-34	5.4	-2	0.89	102	-14
CCOC(=O)c1c(C)n(C)c2ccc(OCCN(C)C)cc12	-10	-0.2	89	-4	10	1.3	1	1.2	95	14
CCOC(=O)c1cnc2ccc(Cl)cc2c1N1CCN(C)CC1	-2	-0.1	93	-3	2	0.3	2	1.8	98	13
O=C(O)CCC(=O)Nc1nc2ccc([N+](=O)[O-])cc2s1	9	0.1	95	0	-9	2.4	-1	1.1	101	14
Cc1csc(NC(=O)CSc2nc3ccccc3c(=O)[nH]2)n1	4	-0.1	102	0	-4	2.9	16	1.1	85	0
CCCN1CCN(c2ccc([N+](=O)[O-])cc2C#N)CC1	17	0.1	94	-2	-17	2.5	1	1.2	98	10
COc1cc(CN2CCNC(=O)C2CC(=O)O)cc(OC)c1 (stereo unspecified)	11	-0.2	103	-4	-11	0.9	-4	1.2	104	2
CC(=O)Nc1ccc(-c2cc(NC(C)=O)n(-c3ccccc3)n2)cc1	10	-0.1	90	-1	-10	2.0	12	1.3	89	14
Fc1ccc(CSc2nc3ncc(Br)cc3[nH]2)cc1	-9	-0.1	101	-4	9	3.6	-14	1.1	113	-4
CC(C)CC(=O)NC(=S)NNC(=O)c1ccc([N+](=O)[O-])cc1	8	-0.3	99	1	-8	-1.2	-4	0.81	104	-1
O=C(O)/C=C/C(=O)NCc1ccccc1	-10	-0.3	93	-6	10	1.4	-4	1.2	106	6

3 compounds from above, sorted by SMILES length, falling.
SMILES	APP 5'UTR act	Hsp70 act	STAT3 act	FLuc inh counter	APP 5UTR inh	RAM inhibit	STAT1 inh	NF-kB expr up	STAT1 act	STAT3 inh
CCOC(=O)N1CCC(NC(=O)C2CCCN(Cc3nc(-c4cccc(Cl)c4)oc3C)C2)CC1 (stereo unspecified)	1	-0.5	60	-9	-1	-0.7	25	0.63	77	54*
O=C(Nc1ccc(Br)cc1)c1ccc(CSC2=NCCS2)cc1	54	-0.1	61	0	-54	4.9	-23	1.3	121	56*
CCOC(=O)c1cnc2ccc(Cl)cc2c1N1CCN(C)CC1	-2	-0.1	93	-3	2	0.3	2	1.8	98	13

Carrying on.
SMILES	APP 5'UTR act	Hsp70 act	STAT3 act	FLuc inh counter	APP 5UTR inh	RAM inhibit	STAT1 inh	NF-kB expr up	STAT1 act	STAT3 inh
Cc1ccc(NS(=O)(=O)c2ccc(Br)s2)nc1	-8	0.5	93	-3	8	2.9	1	x	100	13
CC(=O)c1cccc(N(CC(=O)Nc2cc(C)cc(C)c2)S(C)(=O)=O)c1	-1	-0.1	105	-1	1	1.9	5	1.1	94	-4
O=C(CSc1nnnn1C1CCCCC1)NCCc1ccccc1	23	-0.2	103	1	-23	-0.8	-14	1.3	113	4
CC1(C)CC(=O)N(CC(=O)NC2CCCC2)c2ccccc2S1(=O)=O	-4	-0.1	102	-9	4	-0.9	-1	0.99	101	6
CCN(Cc1ccccc1)C(=O)CS(=O)(=O)c1ccccc1	-2	-0.1	104	1	2	-0.4	4	0.99	95	3
COc1ccc(CCNC(=O)CCc2ccc(S(=O)(=O)NCC(C)C)cc2)cc1OC	-6	-0.1	91	-10	6	2.5	11	x	89	15
O=C(O)c1[nH]c2ccccc2c1NS(=O)(=O)Cc1ccccc1	0	-0.1	155*	-4	0	0.8	-1	0.89	101	-57
Cc1nn(-c2ccccn2)c(C)c1Oc1ccccc1O	-1	0.0	97	-4	1	-0.5	5	1	96	7
COc1ccc(C(=O)NCc2n[nH]c(=S)n2-c2ccccc2)cc1OC	2	-0.3	99	2	-2	0.9	0	1.1	101	1
O=C(Nc1ccc(N2CCOCC2)cc1)c1cc2c(s1)CCCC2	7	-0.3	92	-2	-6	0.3	-20	1.4	117	15
Cc1ccsc1/C=N/NC(=O)C1CC(=O)N(c2ccccc2)C1 (stereo unspecified)	-23	-0.6	98	-4	23	-0.2	6	0.92	95	6
CC1CCC2=NN(C(=O)c3ccco3)C(O)(C(F)(F)F)C2C1 (stereo unspecified)	2	-0.1	102	-1	-2	-0.5	-10	1.3	107	2
C=CC[n+]1c(/C=C2\C=Cc3cc(C)ccc3N2CC)ccc2ccccc21	-20	-0.1	24	10	20	2.0	20	1.1	81	88*
CCCCN(C)Cc1c(C)[nH]c2ccc(C)cc2c1=O	2	-0.5	101	-3	-2	1.3	4	1.1	96	3
CCC(=O)c1cc(F)ccc1OCC(=O)N1CCN(c2ccc(F)cc2)CC1	30	-0.1	106	-2	-30	0.4	10	0.93	91	-7

Source: PubChem BioAssay (several laboratories)
